# Bioassay records from PubChem.
# TrxR1 substrate = substrates of rat thioredoxin reductase 1 | O89049 | purified TrxR1 substrate turnover, NADPH consumption readout | Potency, µM (titrated, usually from 114 µM), inactives show at the top dose activity change, negative = substrate turnover | 0.01% of 390,000 active; also: potency is read from the fitted curve at half-maximal effect; % is scaled to controls: 0 for no effect and ±100 for the full control effect; nearly all actives have a fitted effect of over 50% in size
#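 Rat TrxR1, dispensed at 90 nM, was prereduced with 400 uM NADPH (final) for 5 min at ~22 deg C, then incubated with compound 15 min before 400 uM selenite. A first-read NADPH fluorescence drop versus no-compound background flagged substrates.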
# USP1 inh = blocks the human USP1/UAF1 deubiquitinase complex. O94782. recombinant USP1/UAF1, Ub-Rhodamine cleavage fluorescence. Potency, µM (doses to about 57.1 µM), for the others: top-dose activity change, negative = inhibition, most hits filed as inhibitors. 0.23% of 390,000 active. AID 743255; also: potency is read from the fitted curve at half-maximal effect; % is scaled to controls: 0 for no effect and ±100 for the full control effect; nearly all actives have a fitted effect of over 60% in size; inactives centre near -12
#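 USP1/UAF1 complex at 1 nM was preincubated with compound for 15 min at room temperature, then Ub-Rho substrate (150nM final) was added. Fluorescence (480/540 nm) was read kinetically, 6 reads every 60 seconds.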
# IDH1 R132H inh = blocks human mutant IDH1 R132H enzyme; Potency, µM (doses to about 76.6 µM), for inactives: at the top dose activity change, negative = inhibition, hits mostly inhibitors; IDH1-R132H enzyme, NADPH consumption, diaphorase/resazurin fluorescence; 0.093% of 390,000 active; AID 602179; also: potency is read from the fitted curve at half-maximal effect; % is scaled to controls: 0 for no effect and ±100 for the full control effect; nearly all actives have a fitted effect of over 65% in size
# Target sequence (O75874 whole entry R132H, stated change not applied): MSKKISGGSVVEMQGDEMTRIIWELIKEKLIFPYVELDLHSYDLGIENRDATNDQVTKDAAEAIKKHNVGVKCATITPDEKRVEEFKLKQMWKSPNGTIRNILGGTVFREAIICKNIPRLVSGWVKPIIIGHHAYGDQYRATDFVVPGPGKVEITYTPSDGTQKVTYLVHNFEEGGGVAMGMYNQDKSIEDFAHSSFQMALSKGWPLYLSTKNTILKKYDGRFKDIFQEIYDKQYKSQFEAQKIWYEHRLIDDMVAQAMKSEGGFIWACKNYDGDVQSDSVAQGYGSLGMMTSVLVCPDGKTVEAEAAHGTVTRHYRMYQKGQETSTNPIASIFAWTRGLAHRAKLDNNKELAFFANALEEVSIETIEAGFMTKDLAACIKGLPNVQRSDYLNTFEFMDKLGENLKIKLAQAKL
#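 IDH1-R132H (0.5 ug/mL) preincubated 30 min with compound, then NADPH (0.016 mM) and alpha-KG (2 mM) added; 80 min at RT, pH 7.5. Remaining NADPH coupled via diaphorase/resazurin to fluorescence (540/590 nm); concentration-response curves normalized to no-enzyme control.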
# PI4K2A block = blocks human PI4K2A kinase activity; activity change, negative = inhibition, % at 76.9 µM; AID 1346378; 0.13% of 420,000 active; purified PI4K2A, ADP-Glo luminescence, 1 h; stronger effect = lower value; in the data active = activity change below about -50%; inconclusive = mostly about -30% to -49%;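 also: -100% = wells without enzyme as full effect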
#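 PI4K2A activity was measured by ADP-Glo luminescence: enzyme (4 ug/mL stock) and phosphatidylinositol (1.2 mM stock) in Tris pH 7.5/MgCl2/EGTA/Triton X-100 buffer were reacted with ATP (300 microM stock) for one hour at ambient temperature.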
# HP1b chromo inh = blocks HP1-beta chromodomain binding to methylated histone tails. P83916. AlphaScreen HP1-beta / biotin-H3K9me3 peptide binding. 0.56% of 390,000 active. Potency, µM (titrated, usually from 114 µM), without a hit: at the highest dose activity change, negative = inhibition, usual class: inhibitors; also: potency is read from the fitted curve at half-maximal effect; nearly all actives have a fitted effect of over 70% in size; inactives centre near 23
#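 HP1-beta protein (50 nM final) preincubated 30 min at room temperature with biotinylated H3(1-18)K9me3 peptide (50 nM) in PBS pH 7.4, 0.01% Tween-20, then compound added for 30 min. AlphaScreen streptavidin donor/nickel chelate acceptor beads (10 ug/mL final), 30 min dark, luminescence read.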
# TrxR1 inh = blocks rat thioredoxin reductase 1; AID 588453; recombinant rTrxR1, NADPH fluorescence consumption, selenite substrate; Potency, µM (doses to about 114 µM), inactives show at the top dose activity change, negative = inhibition, hits mostly inhibitors; 1% of 390,000 active; also: potency is read from the fitted curve at half-maximal effect; % is scaled to controls: 0 for no effect and ±100 for the full control effect; nearly all actives have a fitted effect of over 65% in size
#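 Rat TrxR1 (90 nM in the dispensed reagent) was pre-reduced with 400 uM NADPH for 5 min at room temperature, then incubated with compound for 15 min. After 400 uM selenite was added, NADPH fluorescence (Ex 340/Em 450 nm) was followed for 8 min.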
# PGK inhibitor = inhibitors of T. brucei phosphoglycerate kinase | PGK/GAPDH coupled, Kinase-Glo luminescence, 60 min | P07378 | 0.043% of 380,000 active | Potency, µM (doses to about 57.5 µM), for inactives: at the highest dose activity change, negative = inhibition, most hits filed as inhibitors; also: potency is read from the fitted curve at half-maximal effect; % is scaled to controls: 0 for no effect and ±100 for the full control effect; nearly all actives have a fitted effect of over 60% in size
#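 Luminescent ATP detection (Kinase-Glo Plus) follows a 60-minute room-temperature incubation, with wells lacking PGK as controls. Buffer: 100 mM TEA (pH 7.6), 5 mM MgCl2, 0.01% Tween-20. Coupling enzyme GAPDH (100 nM final) supplies unstable 1,3-BPG in-well.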
# Pin1 inhibitor = inhibitors of human Pin1; Q13526; Pin1 FP peptide displacement, HiFluor488, 10 min; Potency, µM (doses to about 115 µM), inactives show at the top dose activity, negative = inhibition, usual class: inhibitors; 0.009% of 390,000 active; active = well fitted inhibition curve with a large enough effect in the polarisation, with a control signal flat, not every such curve was filed as active; inconclusive = small, poorly fitted or top-dose-only effect, or effect the other way, or a change in a side signal; inactive = no such curve, though single readings can be large or run the other way; the % refers to the polarisation; also: potency is read from the fitted curve at half-maximal effect; % is scaled to controls: 0 for no effect and ±100 for the full control effect
# GLS inhibitor = inhibitors of human glutaminase (GLS); O94925; GLS enzymatic activity, qHTS titration; Potency, µM (highest dose often 45.5 µM), inactives show at the top dose activity change, negative = inhibition, usual class: inhibitors; 0.21% of 410,000 active; AID 624170; also: potency is read from the fitted curve at half-maximal effect; % is scaled to controls: 0 for no effect and ±100 for the full control effect
# Target sequence (O94925 whole entry, looked up): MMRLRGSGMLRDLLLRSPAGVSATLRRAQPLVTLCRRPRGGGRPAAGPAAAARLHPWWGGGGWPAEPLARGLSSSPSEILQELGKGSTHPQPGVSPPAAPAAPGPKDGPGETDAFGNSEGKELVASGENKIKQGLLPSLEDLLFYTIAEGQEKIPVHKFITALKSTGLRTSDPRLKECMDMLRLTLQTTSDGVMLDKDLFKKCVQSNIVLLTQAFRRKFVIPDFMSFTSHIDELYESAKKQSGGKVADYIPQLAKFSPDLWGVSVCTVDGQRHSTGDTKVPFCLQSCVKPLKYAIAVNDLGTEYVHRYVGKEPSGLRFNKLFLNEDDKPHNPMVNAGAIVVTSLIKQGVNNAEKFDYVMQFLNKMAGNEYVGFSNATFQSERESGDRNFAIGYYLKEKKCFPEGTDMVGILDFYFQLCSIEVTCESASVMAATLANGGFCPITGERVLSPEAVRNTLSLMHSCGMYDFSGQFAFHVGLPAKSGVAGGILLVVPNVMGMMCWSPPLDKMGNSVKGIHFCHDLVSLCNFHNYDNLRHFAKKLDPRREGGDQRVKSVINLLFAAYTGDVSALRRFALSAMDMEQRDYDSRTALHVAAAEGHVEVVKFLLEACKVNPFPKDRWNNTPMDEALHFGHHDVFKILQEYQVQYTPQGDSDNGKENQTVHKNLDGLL
#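 Read-out is an Amplex red fluorescence increase coupled through glutamate oxidase and HRP, measured before and after 30 min room-temperature incubation. hKGA is in 45 mM KH2PO4 (pH 8.2) with 0.02% Tween-20; glutamine added as 1mM solution.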
# * hit, by the source's call; i = inactive; ? = inconclusive; / = no result given; & = joins results of further samples; [ ] = dose if it differs, or a comment. Unless noted, calls follow the shape of the dose curve; as a rule, active = well fitted curve in the direction sought with a large enough effect; inconclusive = small, poorly fitted or top-dose-only effect, or another doubt; inactive = no such curve, though single readings can be large; an effect the other way counts as inactive or inconclusive.
canonical_smiles	TrxR1 substrate	PGK inhibitor	GLS inhibitor	HP1b chromo inh	TrxR1 inh	USP1 inh	Pin1 inhibitor	IDH1 R132H inh	PI4K2A block
O=S(=O)(Nc1ccc(-c2ccc(N3CCCC3)nn2)cc1)c1cc(F)ccc1F	-6%[57.1 µM]	-6%	1%	19%[57 µM]	4%[57.1 µM]	-4%	2%	-18%	-5
COC(=O)C1CCN(Cc2ccc(C)cc2)CC1	6%[57.1 µM]	1%	4%	38%	7%[57.1 µM]	3%	9%	-3%	-10
Cc1ccc2c(COC(=O)C3=COCCO3)cc(=O)oc2c1	8%	-9%	3%	35%	28%	4%	1%	4%	0
COc1ccc(-n2c(Cc3cccn3C)nnc2SCC(=O)Nc2ccccc2OC)cc1	4%[57.1 µM]	2%	6%	18%	-5%[57.1 µM]	2%	8%	-15%	-6
CCc1cc(C(=O)OC)c(NC(=O)CC2SC(=NC)N(C)C2=O)s1 (centres undefined)	7%	4%	-7%	35%	19%	-29%	3%	-2%	1
CN(C)S(=O)(=O)c1cc(C(=O)NCc2ccccc2)c(Cl)cc1Cl	-5%	i	-15%	53%[activator]	13%	-5%	0%	11%	3
O=C(NCCC1CCCCN1S(=O)(=O)c1cccs1)C(=O)Nc1ccc(F)cc1 (centres undefined)	6%	6%	2%	6%	13%	-10%	20%	0%	2
CC(OC(=O)/C(C#N)=C/c1ccc(N(C)C)cc1)C(=O)N(C)c1ccccc1 (centres undefined)	-21%	1%	17%	42%	-21%	?	?	1%	-2
O=C(CN(CCc1ccccc1)C(=O)CN1C(=O)COc2ccccc21)NCc1ccco1	11%	5%	0%	6%	?	-15%	5%	5%	2
CCC(c1nnc(SCC(=O)Nc2ccc(NC(C)=O)cc2)n1Cc1ccccc1)N(C)C (centres undefined)	-2%	2%	2%	43%[activator]	-1%	-20%	-3%	4%	0
Cc1ccccc1NC(=O)CSc1nc2ccc(NC(=O)c3ccco3)cc2s1	11%	3%	4%	24%	-3%	-4%	38%[activator]	6%	1
COc1ccc(OCCN2C(=O)c3ccccc3C2=O)cc1	7%[57.1 µM]	7%	24%	63%[activator]	-9%	4%	0%	0%	2
CCCC(O)c1nc2ccccc2n1CCCCOc1ccc(OC)cc1 (centres undefined)	-10%	5%	3%	38%	7%	-4%	-4%	-1%	-3
O=C(O)/C=C/C(=O)Nc1cccc2cccnc12	10%[0.457 µM]	-7%	0%	35%&36%	13%	-18%	-5%&-5%	4%	-4
O=C(O)c1cc([N+](=O)[O-])ccc1-c1ccc([N+](=O)[O-])cc1C(=O)O	/	-11%	-24%	/	/	-8%	/	0%	-3
CSc1nc(-c2ccccc2)nc(N2CCCC2)c1C(C)=O	-7%	-3%	-2%	65%	2%	?	5%	-5%	-1
COc1ccc(N2C(=NC(=O)CC3CCCCC3)SC3CS(=O)(=O)CC32)cc1 (centres undefined)	-10%	-8%	-3%	44%[activator]	?	-6%	-5%	0%	-1
CC1CCCCC1NC(=O)Cn1cnc2ccccc2c1=O (centres undefined)	-9%	1%	6%	11%	-4%	-11%	-2%	0%	-7
CC1Oc2ccccc2N(CC(=O)NCC2CCCO2)C1=O (centres undefined)	-2%	0%	4%	18%	11%	-6%	-3%	2%	-3
O=C(O)CCN1Cc2ccccc2C1=O	-9%	-7%	4%	5%	-7%	-5%	-11%	-1%	-13
COc1ccc(OCc2nnc(SC3CCOC3=O)n2-c2ccccc2)cc1 (centres undefined)	-2%	-6%	11%	22%	-3%	-4%	2%	2%	-1
COc1cc(Cl)c(C)cc1NC(=O)c1cc2c(=O)oc3ccccc3c2s1	9%[2.29 µM]	-5%	-11%	25%	22%	?	-25%	-9%	-3
Cc1cc(C=O)c(C)n1-c1ccc(N2CCCC2)c([N+](=O)[O-])c1	-8%	-2%	-5%	?	?	?	7%	4%	-9
Cc1c(C(=O)N(C)C2CCCCC2)sc2ncnc(N3CCN(c4ccccc4)CC3)c12	2%	-6%	1%	11%	29%	-25%	-2%	12%	5
CCOC(=O)Cc1csc(NC(=S)NC(=O)c2ccc(C)cc2)n1	-6%	i	16%	43%[activator]	-4%	-21%	-4%	12%	-2

# Profiles as entered above. Values in the order: TrxR1 substrate, PGK inhibitor, GLS inhibitor, HP1b chromo inh, TrxR1 inh, USP1 inh, Pin1 inhibitor, IDH1 R132H inh, PI4K2A block
# Shown for O=C(CN(CCc1ccccc1)C(=O)CN1C(=O)COc2ccccc21)NCc1ccco1 = 11%, 5%, 0%, 6%, ?, -15%, 5%, 5%, 2
# Shown for CCCC(O)c1nc2ccccc2n1CCCCOc1ccc(OC)cc1 (centres undefined) = -10%, 5%, 3%, 38%, 7%, -4%, -4%, -1%, -3

# Continuation.
canonical_smiles	TrxR1 substrate	PGK inhibitor	GLS inhibitor	HP1b chromo inh	TrxR1 inh	USP1 inh	Pin1 inhibitor	IDH1 R132H inh	PI4K2A block
O=C(O)/C(=C\c1ccc(F)cc1)c1ccc(-c2ccccc2)cc1	16%[57.1 µM]	-17%	-3%	-14%	19%[57.1 µM]	-24%	-4%	?	-1
CC1(C)C(=O)Nc2ccccc2N1C(=O)COC(=O)Cn1cnc2ccccc2c1=O	9%	-7%	-2%	36%	11%	-8%	-13%	2%	8
Cc1ccc(OCC(=O)Nc2ccc3[nH]c(=O)sc3c2)cc1	-2%	-11%	5%	40%[activator]	4%	-21%	4%	6%	-1
COc1ccc(OC)c(/C=N/NC(=O)c2nnn(-c3nonc3N)c2-c2cccs2)c1	56%[activator]	-3%	2%	22%	9%	-8%	-9%	23%	3
CNc1ncc(Cc2ccccc2)s1	-4%	2%	4%	15%	-5%	-11%	-6%	8%	3
COC(=O)[C@@]1(C)[C@H]2C(=O)N(Cc3ccccc3)C(=O)[C@H]2[C@H]2CN=C(SCC(=O)c3ccccc3)N21	-2%	-1%	12%	28%	60%[activator]	-27%	2%	-3%[38.3 µM]	-20
COc1cc(OC)c(NS(=O)(=O)c2cccc(C(=O)OCC(=O)NCC3CCCO3)c2)cc1Cl (centres undefined)	-5%	2%	4%	37%	11%	-15%	21%	-15%	-1
COC(=O)C(Cc1ccc(O)cc1)NC(=O)c1ccc2c(c1)OCCO2 (centres undefined)	4%	5%	1%	5%	14%	-15%	-5%	3%	-25
COc1ccc(C(=O)NCCN2CCCC2)cc1OC	-1%	-2%	3%	25%	-3%	-3%	-1%	4%	-1
O=C(NNc1ncnc2ccccc12)c1cccc(Cl)c1	7%	-12%	3%	37%	10%	-17%	?	2%	8
CC(OC(=O)COc1cccc2c1OC(C)(C)C2)C(=O)Nc1ccc(S(N)(=O)=O)cc1 (centres undefined)	-4%	i	3%	6%	0%	-8%	-2%	-4%	4
Cc1ccc(C2=NN(C(=O)CCC(=O)O)C(c3cn(-c4ccccc4)nc3-c3ccc(C)cc3)C2)cc1 (centres undefined)	-4%	-10%	?	-1%	-18%	-15%	-13%	10%	-2
CCOc1ccc(OCc2ccc(C(=O)NCc3ccncc3)o2)cc1	9%	3%[11.5 µM]	4%	28%	21%	-1%	0%	0%	-2
CCOC(=O)C1CCN(C(=O)COC(=O)c2cccc(NS(=O)(=O)c3ccccc3)c2)CC1	-1%[57.1 µM]	-2%	-1%	35%	9%[57.1 µM]	-19%	-2%	0%	0
Cc1cc(C)cc(NC(=O)C2CCCN(c3ncccn3)C2)c1 (centres undefined)	3%	-11%	-3%	4%	12%	-23%	-2%	4%	2
Cc1nn(-c2ccccc2)c(C)c1/C=N/N1CCN(c2ccccn2)CC1	5%[57.1 µM]	i	-11%	?	19%[57.1 µM]	-1%	-4%	4%	-1
Cn1c(SCC(=O)Nc2ccc3nc(SCC(=O)N4CCCC4)sc3c2)nnc1-c1ccc(N)cc1	1%	-17%	1%	24%	19%	-17%	?	0%	-20
COc1ccc(-c2onc(C)c2C)cc1S(=O)(=O)N(C)Cc1ccccc1	-3%[57.1 µM]	1%	7%	79%[activator]	14%[57.1 µM]	-18%	20%	5%	1
CCN(CC)CCN(C(=O)CCOc1ccccc1)c1nc2c(F)cc(F)cc2s1	2%	-3%	1%	34%	11µM*	-6%	1%	4%	12
CCOC(=O)c1c(NC(=O)CSc2nnc(-c3ccc(Cl)cc3)o2)sc2c1CCC2	10%	-6%	0%	42%[activator]	16%	-16%	-2%	10%	1
COc1ccc(NC(=O)Nc2sc(NS(=O)(=O)c3ccccc3)nc2C)cc1	3%	0%	8%	-18%	?	-15%	-10%	16%	-6
O=C(Cc1ccc(Cl)cc1)NCCc1cnc[nH]1	12%[57.1 µM]	-2%	-9%	19%	5%	-15%	-7%	-5%	-2
COc1ccc(CC(=O)OCN2C(=O)c3ccccc3C2=O)cc1	5%	-5%	-5%	48%[activator]	18%	-6%	-1%	-1%	1
Clc1cccc(OCCN2CCNCC2)c1	-1%	/	0%	?	-13%	-9%	-6%	-1%	-2
CC(C)N1C(=O)c2ccc(C(=O)O)cc2C1=O	0%	1%	4%	53%[activator]	4%	-18%	-3%	5%	2
O=C(NCCN1CCOCC1)c1ccc2ccccc2n1	1%	11%	1%	4%	5%	3%	3%	-1%	-2

# A portion of the library. The share of hits here may be higher or lower than overall.
